Compound activity (PubChem)
MEP2 TOR yeast = alters MEP2-GFP fluorescence in TOR pathway yeast screen; GFP response vs DMSO, % at 10 µM; S. cerevisiae MEP2-GFP strain, flow cytometry GFP, 3 h; 100% = DMSO control level; hit rate 0.51% among 330,000;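 active = GFP response versus DMSO above a set limit, roughly screen mean plus 3 SD, cut at about 180% in these data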;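 also: median GFP fluorescence of the barcode-gated MEP2-GFP cells per well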
AGP1 TOR yeast = modulators of TOR pathway AGP1-GFP in S. cerevisiae. S. cerevisiae AGP1-GFP multiplex flow cytometry, 3 h; GFP as percent of DMSO wells. GFP response vs DMSO, % at 10 µM. hit rate 0.02% among 320,000;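 active = GFP response relative to DMSO above a set limit, near screen average plus 3 SD, cut at about 150% in these data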;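 also: median GFP channel fluorescence of the gated AGP1 strain per well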
CIT2-GFP yeast = alters CIT2-GFP fluorescence in TOR pathway yeast screen; GFP response vs DMSO, % at 10 µM; S. cerevisiae CIT2-GFP strain, flow cytometry, 3 h; 100 means same as DMSO wells; hit rate 0.065% among 320,000;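 active = GFP response relative to DMSO above a set limit, near the screen mean plus 3 SD, cut at about 150% in these data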;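 also: ratio of well median GFP fluorescence to mean of DMSO wells on the plate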
LAP4 TOR yeast = yeast TOR pathway LAP4-GFP modulation; hit rate 0.34% among 320,000; GFP response vs DMSO, % at 10 µM; S. cerevisiae LAP4-GFP multiplex, flow cytometry GFP, 3 h; median GFP as percent of DMSO wells;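 active = GFP response vs DMSO above a set limit, about the screen mean plus 3 SD, cut at about 150% in these data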
RPL19A-GFP yeast = modulators of TOR pathway RPL19A-GFP in S. cerevisiae; S. cerevisiae RPL19A-GFP strain, flow cytometry, 3 h; hits give low values; percent response vs DMSO, % at 10 µM; hit rate 0.3% among 330,000; AID 2025;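 active = percent response vs DMSO below 50%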;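 also: median channel GFP fluorescence of the barcoded RPL19A-GFP strain; ratio of sample median GFP to plate DMSO average so 100% = DMSO; lower means less RPL19A-GFP as with rapamycin TOR inhibition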
Efflux pump inh = inhibitors of Candida antifungal efflux pumps expressed in yeast; S. cerevisiae Candida pump triplex, Nile Red efflux; inhibition, % at 10 µM; hit rate 0.44% among 330,000;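 active = plate passing quality check with inhibition over a set limit, or well fluorescence over plate mean plus 4 SD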;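 also: Nile Red retained in pooled yeast measured as flow cytometry median fluorescence; 0% = buffer negative control and 100% = Enniatin B positive control; higher means more Nile Red kept so more efflux inhibition; some compounds called inactive have numbers as strong as hits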
CR mimetic SO = lowers age-related superoxide in aged yeast cells. S. cerevisiae aged cells, superoxide DHE fluorescence; hits give low values. superoxide response (% of plate mean), % at 10 µM. hit rate 0.18% among 330,000;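 active = superoxide response under a set limit, about three screen SD below normal, cut at about 65% in these data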;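 also: yeast aged for seven days with compound at 30 °C before DHE staining; 100% = average MFI of all compound-treated wells on the plate with controls excluded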
AHR act = activates the human aryl hydrocarbon receptor; P35869; AHR-responsive luciferase reporter cells, luminescence; activation, % at 5 µM; hit rate 2.5% among 320,000; AID 2796; in the data active = activation above about 47%;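 also: 0% = vehicle wells and 100% = reference agonist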
Target sequence (P35869 whole entry, looked up): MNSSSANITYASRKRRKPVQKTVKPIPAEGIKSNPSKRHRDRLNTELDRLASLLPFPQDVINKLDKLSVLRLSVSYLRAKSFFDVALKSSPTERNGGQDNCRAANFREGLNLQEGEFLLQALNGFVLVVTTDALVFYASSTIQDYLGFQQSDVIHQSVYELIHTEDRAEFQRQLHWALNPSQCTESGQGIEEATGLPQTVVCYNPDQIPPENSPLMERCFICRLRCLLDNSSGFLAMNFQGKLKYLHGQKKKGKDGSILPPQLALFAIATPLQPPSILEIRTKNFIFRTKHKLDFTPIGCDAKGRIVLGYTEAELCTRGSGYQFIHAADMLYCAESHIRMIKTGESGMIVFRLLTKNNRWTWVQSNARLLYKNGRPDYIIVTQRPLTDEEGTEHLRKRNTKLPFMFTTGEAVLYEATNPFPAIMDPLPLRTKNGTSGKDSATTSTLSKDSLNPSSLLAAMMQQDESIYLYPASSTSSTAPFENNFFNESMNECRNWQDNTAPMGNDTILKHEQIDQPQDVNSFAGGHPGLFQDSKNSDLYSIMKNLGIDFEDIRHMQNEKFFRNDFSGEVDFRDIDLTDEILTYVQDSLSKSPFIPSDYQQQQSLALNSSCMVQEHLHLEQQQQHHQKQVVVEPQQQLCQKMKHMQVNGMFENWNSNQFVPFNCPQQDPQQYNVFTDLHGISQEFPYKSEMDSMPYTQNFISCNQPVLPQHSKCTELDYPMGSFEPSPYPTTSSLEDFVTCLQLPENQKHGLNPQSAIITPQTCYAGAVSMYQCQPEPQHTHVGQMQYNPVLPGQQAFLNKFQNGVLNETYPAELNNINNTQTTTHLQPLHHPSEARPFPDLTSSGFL
The depositor's hits bear a star; / = no result given.

#1 Cn1ccnc1Sc1nc2c(c(=O)n(C)c(=O)n2C)n1C
#2 CN(CC(=O)Nc1cccc(F)c1)C(=O)/C=C/c1ccc2ccccc2n1
#3 COc1ccccc1NS(=O)(=O)c1ccc(C(=O)N2CCCCCCC2)cc1
#4 O=C(NC1CC1)c1scc2c1OCCO2
#5 O=C(c1snnc1-c1ccccc1)N1CCOCC1
#6 Cc1cccc(N2CCN(C(=O)CCCSc3nc4ccccc4[nH]3)CC2)c1C
#7 CCOC(=O)c1ccc2cccc(C)n2c1=O
#8 Cc1cc(C)nc(SCc2nc3ccccc3n2C)n1

Compound,1,2,3,4,5,6,7,8
MEP2 TOR yeast,116,100,100,105,97,108,101,103
AGP1 TOR yeast,113,94,105,108,105,90,100,99
CIT2-GFP yeast,110,103,104,96,99,89,95,99
LAP4 TOR yeast,101,86,111,112,97,122,104,97
RPL19A-GFP yeast,106,102,100,107,99,100,102,99
Efflux pump inh,-0.1,0.1,0.1,0.1,0.1,0.1,0.1,-0.1
CR mimetic SO,85,91,94,101,87,93,109,98
AHR act,0,17,-1,-4,3,-2,-2,30

#9 Clc1ccc(-c2cc(C3CCNCC3)[nH]n2)c(Cl)c1
#10 COc1ccccc1C(=O)NC1CCN(C(=O)Nc2ccc(F)cc2)CC1
#11 Cc1ccnc2nc(C(=O)OCC(=O)Nc3ccc([N+](=O)[O-])cc3Br)nn12
#12 CCOC(=O)NC(=O)CSc1nnc(SCCC(=O)O)s1
#13 CC(=O)c1sc(NC(=O)COc2c(C)cc(Cl)cc2C)nc1C
#14 CN(C)/N=C/c1ccc([N+](=O)[O-])cc1[N+](=O)[O-]
#15 COC(=O)CN1C(CN2CCOCC2)=Nc2ccc(Br)cc2C1c1ccccc1 (stereo not drawn)
#16 O=C(NC1CCCCC1)c1cc(S(=O)(=O)N2CCCC2)ccc1Cl

Compound,9,10,11,12,13,14,15,16
MEP2 TOR yeast,97,101,102,99,92,97,99,106
AGP1 TOR yeast,86,97,105,91,93,100,109,99
CIT2-GFP yeast,80,95,102,98,91,102,101,100
LAP4 TOR yeast,102,95,101,86,97,101,129,97
RPL19A-GFP yeast,93,100,97,97,92,103,100,102
Efflux pump inh,0.3,0.3,-0.1,-0.1,0.1,-0.3,0.0,0.6
CR mimetic SO,97,90,102,80,103,90,82,107
AHR act,-7,5,0,0,1,59*,4,-3

#17 CCCCCc1nnc(NC(=O)C2COc3ccccc3O2)s1 (stereo not drawn)
#18 c1ccc(COc2cccc(CN3CCCCC3)c2)cc1
#19 Cc1ccc(NC(=S)NCCN2CCOCC2)cc1
#20 COc1cccc(NS(=O)(=O)c2ccc3[nH]cc(C(=O)NCCC(C)C)c(=O)c3c2)c1
#21 Cc1ccc(CCN2CC(C(=O)NC(C)C)CC2=O)cc1 (stereo not drawn)
#22 CC1CN(S(=O)(=O)c2ccccc2)CN1C(=O)N1CCOCC1 (stereo not drawn)
#23 CN(C)S(=O)(=O)c1cccc(NC(=S)NN=C(Cc2ccccc2)Cc2ccccc2)c1
#24 Cc1noc(C)c1NC(=O)N(C)C[C@H]1Oc2ccc(NC(=O)Cn3cnnn3)cc2C(=O)N([C@H](C)CO)C[C@@H]1C

Compound,17,18,19,20,21,22,23,24
MEP2 TOR yeast,113,105,101,109,112,103,94,87
AGP1 TOR yeast,97,92,96,106,97,103,97,97
CIT2-GFP yeast,92,99,94,103,102,97,93,99
LAP4 TOR yeast,114,78,101,109,99,96,98,91
RPL19A-GFP yeast,93,99,98,102,104,98,103,92
Efflux pump inh,0.3,-0.1,0.5,-0.2,0.0,0.0,0.2,-0.3
CR mimetic SO,67,103,108,96,96,108,91,67
AHR act,3,0,3,6,1,0,20,0

Entries 16 through 24 of the list above:
#16 O=C(NC1CCCCC1)c1cc(S(=O)(=O)N2CCCC2)ccc1Cl
#17 CCCCCc1nnc(NC(=O)C2COc3ccccc3O2)s1 (stereo not drawn)
#18 c1ccc(COc2cccc(CN3CCCCC3)c2)cc1
#19 Cc1ccc(NC(=S)NCCN2CCOCC2)cc1
#20 COc1cccc(NS(=O)(=O)c2ccc3[nH]cc(C(=O)NCCC(C)C)c(=O)c3c2)c1
#21 Cc1ccc(CCN2CC(C(=O)NC(C)C)CC2=O)cc1 (stereo not drawn)
#22 CC1CN(S(=O)(=O)c2ccccc2)CN1C(=O)N1CCOCC1 (stereo not drawn)
#23 CN(C)S(=O)(=O)c1cccc(NC(=S)NN=C(Cc2ccccc2)Cc2ccccc2)c1
#24 Cc1noc(C)c1NC(=O)N(C)C[C@H]1Oc2ccc(NC(=O)Cn3cnnn3)cc2C(=O)N([C@H](C)CO)C[C@@H]1C

Compound,16,17,18,19,20,21,22,23,24
MEP2 TOR yeast,106,113,105,101,109,112,103,94,87
AGP1 TOR yeast,99,97,92,96,106,97,103,97,97
CIT2-GFP yeast,100,92,99,94,103,102,97,93,99
LAP4 TOR yeast,97,114,78,101,109,99,96,98,91
RPL19A-GFP yeast,102,93,99,98,102,104,98,103,92
Efflux pump inh,0.6,0.3,-0.1,0.5,-0.2,0.0,0.0,0.2,-0.3
CR mimetic SO,107,67,103,108,96,96,108,91,67
AHR act,-3,3,0,3,6,1,0,20,0

Further structures follow:
#25 CCOC(=O)C1=NN(C(=O)Cc2ccccc2)C(O)(c2ccc(Cl)cc2)C1 (stereo not drawn)
#26 COc1ccc(CNC(=O)Nc2ccc([N+](=O)[O-])cc2)cc1
#27 CC(=O)Nc1ccc(NC(=O)c2ccccc2N(C)S(=O)(=O)c2ccccc2)cc1
#28 Cc1ccc(NC(=O)Nc2c(Cl)cccc2Cl)cn1
#29 COc1ccccc1-n1c(CNC(=O)COc2ccccc2)n[nH]c1=S
#30 CCN(CC)C(=O)c1c(NC(=O)c2ccccc2)sc(C)c1C
#31 COc1ccc(NC(=O)C2CCCN(c3nn4c(=O)cc(C)nc4s3)C2)cc1 (stereo not drawn)
#32 COc1ccc(NC(=O)CCNC(=O)C2CCN(S(=O)(=O)c3ccc(F)cc3)CC2)cc1OC

Compound,25,26,27,28,29,30,31,32
MEP2 TOR yeast,96,97,104,96,103,103,103,108
AGP1 TOR yeast,102,96,96,85,102,102,93,106
CIT2-GFP yeast,95,86,99,84,100,95,104,111
LAP4 TOR yeast,99,109,88,/,104,101,113,99
RPL19A-GFP yeast,99,107,97,87,104,100,104,105
Efflux pump inh,0.2,-0.1,0.4,0.1,0.1,-0.1,-0.1,-0.2
CR mimetic SO,100,100,114,112,98,95,90,91
AHR act,1,1,1,10,-2,23,7,-1

#33 Cc1cccc(C)c1OCC(O)CNS(=O)(=O)c1ccccc1C(=O)N1CCCCC1 (stereo not drawn)
#34 Cc1ccc(N2CC(C(=O)O)CC2=O)cc1 (stereo not drawn)
#35 COCc1ccc(CN2CCCC(CCC(=O)NCc3ccc(C)o3)C2)o1 (stereo not drawn)
#36 COc1ccc(C(=O)N2CCCC(c3nc(-c4ccc(OC)c(OC)c4)no3)C2)c(OC)c1 (stereo not drawn)
#37 COc1cc(OC)cc(C(=O)NCC2CCCO2)c1 (stereo not drawn)
#38 O=C(CCCOc1ccc(Cl)cc1Cl)N/N=C/c1ccc(Cl)cc1
#39 COc1ccc(C(=O)NCCNC(=O)c2ccccn2)cc1
#40 Cc1ccc2nc(C)cc(Nc3ccc4c(c3)OCCO4)c2c1

Compound,33,34,35,36,37,38,39,40
MEP2 TOR yeast,103,99,106,102,103,107,104,110
AGP1 TOR yeast,99,84,100,88,103,105,96,108
CIT2-GFP yeast,104,/,103,94,105,109,105,93
LAP4 TOR yeast,99,84,111,93,106,100,89,100
RPL19A-GFP yeast,98,85,97,91,102,111,103,105
Efflux pump inh,0.0,-0.1,-0.1,0.0,0.0,0.1,0.1,0.1
CR mimetic SO,99,86,101,75,89,101,94,97
AHR act,0,-1,4,3,3,15,2,69*

#41 COC(=O)CC1C(=O)NCCN1C(=O)Nc1ccccc1 (stereo not drawn)
#42 C=C(C)Cn1c(CN(C)Cc2ccccc2)nc2c1c(=O)n(C)c(=O)n2C
#43 Nc1nc(-c2c(Cl)cccc2Cl)no1
#44 CCc1cccc(NC(=O)CCSCCC(=O)Nc2cccc(CC)c2)c1
#45 COc1ccc(C2CC(=O)c3cnn(-c4nc(C)cc(C)n4)c3C2)cc1 (stereo not drawn)
#46 Cc1cc2nc(C)c(Cc3ccccc3)c(=O)n2[nH]1
#47 CCOC(=O)c1cnn(-c2ncnc3c2cnn3Cc2ccccc2)c1N
#48 CC(C)c1ccc(NC(=O)COc2nncc3ccccc23)cc1

Compound,41,42,43,44,45,46,47,48
MEP2 TOR yeast,93,99,89,105,87,89,107,101
AGP1 TOR yeast,103,94,111,106,86,80,108,99
CIT2-GFP yeast,93,106,115,82,84,83,116,101
LAP4 TOR yeast,97,83,99,99,82,81,106,94
RPL19A-GFP yeast,106,99,95,99,94,/,108,105
Efflux pump inh,0.1,0.0,-0.1,0.1,0.1,-0.2,-0.2,-0.1
CR mimetic SO,89,110,100,104,97,89,103,75
AHR act,2,2,1,8,2,-1,5,6

#49 CCOC(=O)c1c(NC(=O)CCCC(=O)O)sc2c1CCC2
#50 Cc1ncc(C(=O)O)c(C(=O)O)c1N
#51 CCCN1C2CCCC1CC(NC(=O)Nc1ccc(C(C)C)cc1)C2 (stereo not drawn)
#52 O=C(Nc1ccccc1)c1ccc2nsnc2c1
#53 CCOC(=O)C1CCN(C(=O)c2ccc(CNS(=O)(=O)c3ccc(C)cc3)cc2)CC1
#54 CC(C/C=N/NC(=O)COc1cc(Cl)ccc1Cl)c1ccccc1 (stereo not drawn)
#55 Cc1ccc2oc(=O)c3cc(C(=O)NCCCN4CCc5ccccc5C4)sc3c2c1
#56 COc1ccc(N2CC(O)(c3ccc(C)cc3)[N+]3=C2CCCC3)cc1 (stereo not drawn)

Compound,49,50,51,52,53,54,55,56
MEP2 TOR yeast,95,109,99,100,98,104,121,106
AGP1 TOR yeast,97,92,98,80,103,106,108,108
CIT2-GFP yeast,89,100,/,82,102,103,104,103
LAP4 TOR yeast,111,88,89,99,99,110,110,105
RPL19A-GFP yeast,96,102,96,102,95,105,107,101
Efflux pump inh,0.0,5.5*,0.5,0.1,-0.1,0.2,0.2,0.1
CR mimetic SO,92,97,89,111,106,84,91,87
AHR act,1,1,0,60*,0,4,13,0

#57 CCCCCC(=O)OC(CN1CCCCCC1)CN1CCCC1=O (stereo not drawn)
#58 COc1ccccc1CCNC(=O)c1ccccc1SCC(=O)N1CCCC1
#59 CCC(C)n1c(/C=C/c2ccccc2)nc2ccccc21 (stereo not drawn)
#60 CC(C)N1CCN(c2ccncc2S(=O)(=O)N2CCOCC2)CC1
#61 CC1=CN2C(=NC(=O)CC2(C)C(=O)N(CC(=O)NC2CCCC2)Cc2ccc(Cl)cc2)C=C1 (stereo not drawn)
#62 Clc1ccc(C2[C@H]3CN(CC4CCCCC4)[C@H](c4ccccc4)C34CC2(c2ccccc2)C4)cn1 (stereo partly drawn)
#63 COc1ccc(NC(=O)CCC(=O)c2cccs2)cc1Cl
#64 O=C(CN1CCCN(Cc2ccc(F)cc2Cl)C1=O)NCc1ccccc1

Compound,57,58,59,60,61,62,63,64
MEP2 TOR yeast,98,99,102,102,109,90,104,105
AGP1 TOR yeast,104,104,93,92,106,85,94,106
CIT2-GFP yeast,94,97,100,90,101,73,103,113
LAP4 TOR yeast,102,100,92,87,105,104,98,106
RPL19A-GFP yeast,98,100,99,97,102,96,99,106
Efflux pump inh,-0.2,-0.1,0.7,-0.1,-0.1,0.0,0.0,-0.3
CR mimetic SO,92,84,81,88,107,98,89,92
AHR act,-1,8,47,0,-1,0,-1,1
